TbREL1 inh – TbREL1 inhibition, primary screen; TbREL1 RNA ligation, FRET fluorescence; inhibition, % at 9.66 µM; 89,000 compounds, 0.49% hits;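 active = inhibition above the mean inhibition across all screened compounds plus 3 SD, cut at about 11% in these data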;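 note: 0% = plate median of test wells and 100% = NSC42067 control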
Target sequence (P86926 whole entry, looked up): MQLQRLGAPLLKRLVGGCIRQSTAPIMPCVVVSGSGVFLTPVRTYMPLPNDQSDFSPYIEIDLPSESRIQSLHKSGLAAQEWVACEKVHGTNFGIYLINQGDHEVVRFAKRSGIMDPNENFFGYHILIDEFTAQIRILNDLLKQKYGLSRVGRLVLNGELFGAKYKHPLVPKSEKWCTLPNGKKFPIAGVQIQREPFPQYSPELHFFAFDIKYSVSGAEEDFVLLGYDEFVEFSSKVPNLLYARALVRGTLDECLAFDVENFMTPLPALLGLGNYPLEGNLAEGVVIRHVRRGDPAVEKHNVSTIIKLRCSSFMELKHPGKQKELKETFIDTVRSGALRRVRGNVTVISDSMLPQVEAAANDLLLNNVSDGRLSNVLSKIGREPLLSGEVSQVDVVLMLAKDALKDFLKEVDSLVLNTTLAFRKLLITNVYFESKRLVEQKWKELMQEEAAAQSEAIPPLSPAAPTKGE
An asterisk follows results filed as active. The list is partial; rates above refer to the full screens.

The first 4 records, to show the layout:
SMILES | TbREL1 inh
COc1ccc(OC)c2[nH]c(=O)c(CCNC(=O)c3ccc(S(=O)(=O)N(C)C)cc3)cc12 | 2
O=C(Oc1ccccc1C(=O)N1CCOCC1)c1ccc(Br)cc1 | 0
COc1ccc(C(=O)O)cc1NC(=S)NC(=O)C(c1ccccc1)c1ccccc1 | -4
CCC(NC(=O)Cc1c(C)c2cc3c(cc2oc1=O)OC(C)(C)CC3)C(=O)O (stereo unspecified) | 3

All compounds of this part, previewed entries included:
SMILES | TbREL1 inh
COc1ccc(OC)c2[nH]c(=O)c(CCNC(=O)c3ccc(S(=O)(=O)N(C)C)cc3)cc12 | 2
O=C(Oc1ccccc1C(=O)N1CCOCC1)c1ccc(Br)cc1 | 0
COc1ccc(C(=O)O)cc1NC(=S)NC(=O)C(c1ccccc1)c1ccccc1 | -4
CCC(NC(=O)Cc1c(C)c2cc3c(cc2oc1=O)OC(C)(C)CC3)C(=O)O (stereo unspecified) | 3
CN(CC1COc2ccccc2O1)C(=S)Nc1ccccc1F (stereo unspecified) | -3
O=C(C[C@@H]1C/C=C\CCCC(=O)OC[C@@H]2CCCN2C1=O)N[C@@H](CO)Cc1ccccc1 | -2
COc1ccc(CNC(=O)C(=O)NCC2CCCN2S(=O)(=O)c2ccccc2)cc1 (stereo unspecified) | -1
CC(=O)CCC1CC(c2ccc(Cl)cc2)=NO1 (stereo unspecified) | -1
Cc1ccccc1N(CC(=O)N1CCCCCC1)S(C)(=O)=O | -2
Cc1cccc(NC(=O)/C(=C\c2ccco2)NC(=O)c2ccccc2)c1 | -1
CC(=O)c1ccc(S(=O)(=O)N(C)CC(=O)Nc2cccc(S(=O)(=O)N3CCCC3)c2)cc1 | 5
CCOC(=O)c1ccc(S(=O)(=O)N(CCO)Cc2cc3cc(OC)c(OC)cc3[nH]c2=O)cc1 | -2
CCN(CC)C(=O)c1cccc(-c2csc(C(O)c3ccc(OC)cc3)n2)c1 (stereo unspecified) | -1
CC(=O)N(C)C1(c2nnnn2CCOC(=O)Nc2ccc(Cl)cc2)CCCCC1 | 1
O=S1(=O)CCC(N2CCOCC2)C1 (stereo unspecified) | -1
Cc1nnc(SCc2ccc(F)cc2)s1 | 0
Cc1ccc(CN(C)C(=O)c2cc(Br)c(Br)s2)o1 | -3
CC(C)(C)c1ccc(C(=O)NC2CCS(=O)(=O)C2)cc1 (stereo unspecified) | 1
O=S(=O)(NCCCCCNS(=O)(=O)c1ccccc1)c1ccccc1 | 1
O=C(c1ccc(Cl)cc1Cl)C1(n2cncn2)Oc2ccccc2C1O (stereo unspecified) | 2
Cc1cccc(C)c1NC(=S)/C(=C(\[O-])c1cccs1)[n+]1ccccc1 | 3
COc1ccccc1-c1ccc(=O)n(CC(=O)NCC2CCCO2)n1 (stereo unspecified) | -1
COC(=O)C1=CN(c2cccc(OCc3ccccc3)c2)C(N)=C(C#N)C1c1ccc(-c2ccccc2)cc1 (stereo unspecified) | -5
CCCCNC(=O)c1sc(=S)n2c1[nH]c(=O)c1ccccc12 | -5
CC(C)OP(=O)(OC(C)C)C(Nc1ccccc1)c1ccc2c(c1)OCO2 (stereo unspecified) | -3
O=C(CSc1ccc(-c2ccco2)nn1)NCc1ccc(F)cc1 | -2
Cc1ccc2nc(-c3ccccc3)cc(C(=O)N3CCc4ccccc4C3)c2c1 | 0
COc1cccc(C(=O)NC2=NCCS2)c1OC | -2
N=C1C(c2nc(-c3ccc(Cl)cc3)cs2)=C(O)CN1NC(=O)c1ccc(O)cc1 | -3
O=C(c1cccs1)N1C[C@H](n2cc(C3CC3)nn2)[C@@H](O)C[C@@H]1c1ccccc1 | 0

Among those listed so far, these have an NH in an aromatic ring.
SMILES | TbREL1 inh
COc1ccc(OC)c2[nH]c(=O)c(CCNC(=O)c3ccc(S(=O)(=O)N(C)C)cc3)cc12 | 2
CCOC(=O)c1ccc(S(=O)(=O)N(CCO)Cc2cc3cc(OC)c(OC)cc3[nH]c2=O)cc1 | -2
CCCCNC(=O)c1sc(=S)n2c1[nH]c(=O)c1ccccc12 | -5

Following part:
SMILES | TbREL1 inh
CC(C)CCn1c(Oc2ccc(Cl)cc2)nc2c1c(=O)n(C)c(=O)n2C | -1
Cc1ccc(OCC(=O)Nn2cnc3ccccc32)cc1 | 2
Cn1c(=O)c(C(=O)CN2CCN(S(=O)(=O)c3ccccc3)CC2)c(N)n(Cc2ccccc2)c1=O | -3
C=CCSC1=Nc2sccc2C2=NC(=O)CN12 | 0
CCCn1c(=O)c(C(=O)NNC(=O)c2ccccc2[N+](=O)[O-])c(O)c2ccccc21 | 0
Cc1cc(C)n2nc(C(=O)OCC(=O)c3ccccc3)nc2n1 | -2
CC(=O)OC(C(=O)NC1CCCCC1)c1cccc(F)c1 (stereo unspecified) | 0
COC(=O)[C@@]1(Cc2ccc(OC)cc2)[C@H]2c3cc(C(=O)N4CCCC4)n(CCc4ccc(OC)c(Br)c4)c3C[C@H]2CN1C(=O)c1ccccc1 | -3
COC(=O)C1=C(C(=O)c2ccccc2)C(c2ccc(O)c(OC)c2)n2nnnc2N1 (stereo unspecified) | -2
CCOC(=O)c1oc2c(CN3CCN(C)CC3)c(O)ccc2c(=O)c1-c1ccc(Br)cc1 | -1
Cc1ccc(S(=O)(=O)N(C)C)cc1NC(=O)COC(=O)CNC(=O)C12CC3CC(CC(C3)C1)C2 | -2
O=C(CN1CC(c2ccccc2)CC1=O)Nc1ccc2c(c1)OCO2 (stereo unspecified) | 8
COc1ccc(/C=C2\SC(=S)N(CCCC(=O)NNC(=O)c3ccccc3O)C2=O)cc1 | 6
CSc1ccc(CN2CCC(CO)(Cc3ccc(Cl)cc3)CC2)cc1 | 3
O=[N+]([O-])c1cc2c(cc1/C=N/n1c(-c3ccccc3)n[nH]c1=S)OCO2 | 0
COc1ccc(NC(=O)Cc2cccc3ccccc23)cc1 | -1
O=C(Nc1ccccc1N1CCOCC1)c1cccs1 | 2
O=c1c2ccccc2sc2ccc(NCCCN3CCOCC3)cc12 | -9
Cc1ccc(NC(=O)COc2ccc(N3CC(C(N)=O)CC3=O)cc2)c(C)c1 (stereo unspecified) | 0
CC(CC(=O)Nc1ccc2c(c1)c(=O)n(C)n2Cc1ccc(F)cc1)C(F)(F)F (stereo unspecified) | -2
CSc1cccc(CN2CCC(n3nccc3NC(=O)C3CC3)CC2)c1 | 0
O=C(CNCCc1ccc(Cl)cc1Cl)NCc1ccco1 | -2
O=C(/C=C/c1ccco1)NCCc1ccc(F)cc1 | 1
Cn1c(SCC(=O)NCCc2ccccc2)ncc(C(=O)Nc2ccc(F)cc2)c1=O | 2
CC(C)c1ccccc1NC(=O)C1CCCN(C(=O)c2ccc(Cl)cc2)C1 (stereo unspecified) | 2
COc1cccc(CC(=O)Nc2cccc3ccccc23)c1 | -1
O=C(NCC(c1ccccc1)c1ccccc1)[C@H](Cc1ccccc1)NC1(C(=O)NC2CCCCC2)CCOCC1 | 4
CC(C)C(=O)Nc1csc(C(F)(F)F)c1-c1ccccc1 | -1
CCOC(=O)N1CCN(Cc2nc3c(c(=O)n(C)c(=O)n3C)n2Cc2cccc(C)c2)CC1 | -2
Cc1cc(F)ccc1NC(=O)C1CCCO1 (stereo unspecified) | 6
COc1cc(/C=N/NC(=O)COc2ccc(-n3cnnn3)cc2)ccc1OCC(N)=O | -1
Cc1ccc(C(=O)Nc2nc(-c3cc(Cl)sc3Cl)cs2)cc1 | 2
CSc1cc(-c2ccncc2)nc(-c2ccc(Cl)cc2)c1 | 4
CN1C(=O)[C@H]2[C@@H](/C=C/c3ccccc3)N3C(=O)CN(Cc4ccccn4)C(=O)[C@@]3(Cc3ccccc3)[C@H]2C1=O | 2
COCc1cc(/C=N\NC(=O)Cc2ccc(Cl)cc2)ccc1OC | -2
O=C(CCS(=O)(=O)c1ccccc1)N1CCN(c2ccc(F)cc2)CC1 | -2
CN(C1CCCCC1)S(=O)(=O)c1ccc(-n2cnnn2)cc1 | 4
COc1cccc(C(=O)Cn2c(Br)nc3c2c(=O)n(C)c(=O)n3C)c1 | 0
CCOC(=O)/C(C#N)=C/c1ccc(OCC(=O)Nc2ccc(C)c(C)c2)c(OC)c1 | 0
C[C@H](NC(=O)c1[nH]cnc1C(=O)Nc1nccs1)c1ccccc1 | 2
COc1ccccc1OCCC(=O)O | 1
CC(NC(=O)c1cc(-c2ccncc2)nc2ccc(Cl)cc12)C1CCCO1 (stereo unspecified) | 4
Cc1ccc(OC2=NS(=O)(=O)c3ccccc32)cc1 | 5
O=C(OCC#CCSc1nnc(-c2cccc3ncccc23)o1)c1ccc(F)cc1 | 2
COc1ccccc1C(=O)N1CCN(C(=O)[C@H]2O[C@@H](n3ccc(N)nc3=O)[C@H](O)[C@@H]2O)CC1 | 0
CCOC(=O)N1CCC(NC(=O)CC2C(=O)NCCN2Cc2ccc(C)cc2)CC1 (stereo unspecified) | -3
CC(=O)N1CCN(c2nc3cc4c(cc3nc2NS(=O)(=O)c2ccccc2)OCCO4)CC1 | -2
FC(F)(F)c1nnc2ccc(N3CCCC3)nn12 | 0
Clc1ccc(-c2csc3ncnc(Cl)c23)cc1 | 2
O=C(CCNC(=O)c1ccc(Br)cc1)Nc1cccc(S(=O)(=O)N2CCCCC2)c1 | 0
CCOc1ccc(C(C)=O)cc1COC(=O)CNC(=O)C12CC3CC(CC(C3)C1)C2 | -3
Cc1ccc(CC(=O)Nc2nccs2)cc1C | 3
C[C@H]1[C@H](NC(=O)c2ccc(C(C)(C)C)cc2)CC[C@@]23CCCN2C(=O)CCC[C@@H]13 | -4
CCn1cc(C(=O)NCCN(CC(C)C)CC(C)C)c(=O)c2cc(S(=O)(=O)N3CCOCC3)ccc21 | 6
COc1ccc(-c2csc3ncn(-c4ccccc4OC)c(=O)c23)cc1OC | 0
CCC(C)N(CCNC(=O)CC1Oc2ccccc2NC1=O)C1CCCCC1 (stereo unspecified) | -1
CC(C)=CCCC(C)CN1CCC(n2nccc2NC(=O)c2ccccc2)CC1 (stereo unspecified) | 5
CCOc1cc2[nH]c(=S)n(CCCN3CCOCC3)c(=O)c2cc1OCC | -5
O=C(OCC(=O)N1CCCCC1)c1ccc2c(c1)C(=O)N(Cc1ccco1)C2=O | -3
CC1(C)CC(=O)c2sc(NC(=O)C3CC3)nc2C1 | 3

(list continues)
SMILES | TbREL1 inh
S=c1[nH]nc(-c2cccnc2)n1/N=C/c1ccccc1 | -9
Cc1nn(CCc2n[nH]c(=S)n2-c2ccc(F)c(Cl)c2)c(C)c1[N+](=O)[O-] | -2
COC(=O)c1ccc(C)c(NC(=O)CCCN2C(=O)NC(C)(C)C2=O)c1 | 1
C=CCC[C@@H](Cc1ccc(F)cc1)C(=O)OC[C@H](Cc1c[nH]c2ccccc12)NC(=O)[C@@H](CC=C)CC(=O)NCCO | -4
CC(C)Oc1ccc(C2CC(=O)N(c3cccc(Br)c3)C2=O)cc1 (stereo unspecified) | 2
Cc1c(C(=O)NCc2ccccc2)oc2ccc(S(=O)(=O)N3CCC4(CC3)OCCO4)cc12 | -1
Cc1cc(C)cc(NC(=O)N2CCC(NC(=O)c3ccccc3C)CC2)c1 | 2
COCCCn1cc(CN2CC(N3CCN(CCO)CC3)CS2(=O)=O)nn1 (stereo unspecified) | 1
Cc1ccc(S(=O)(=O)NC(CC(C)C)C(=O)Nc2ccncc2)cc1 (stereo unspecified) | 3
Cc1occc1C(=O)N1CCCc2ccccc21 | 0
O=S(=O)(c1ccc(NC(=S)N2CCN(c3ccc(O)cc3)CC2)cc1)N1CCOCC1 | -4

5 compounds already listed, sorted by molar mass, smallest number first.
SMILES | TbREL1 inh
Cc1ccc(S(=O)(=O)NC(CC(C)C)C(=O)Nc2ccncc2)cc1 (stereo unspecified) | 3
Cc1cc(C)cc(NC(=O)N2CCC(NC(=O)c3ccccc3C)CC2)c1 | 2
Cc1nn(CCc2n[nH]c(=S)n2-c2ccc(F)c(Cl)c2)c(C)c1[N+](=O)[O-] | -2
COCCCn1cc(CN2CC(N3CCN(CCO)CC3)CS2(=O)=O)nn1 (stereo unspecified) | 1
Cc1c(C(=O)NCc2ccccc2)oc2ccc(S(=O)(=O)N3CCC4(CC3)OCCO4)cc12 | -1

Quoted from the listing.
COC(=O)c1ccc(C)c(NC(=O)CCCN2C(=O)NC(C)(C)C2=O)c1 in TbREL1 inh is entered as 1
Cc1nn(CCc2n[nH]c(=S)n2-c2ccc(F)c(Cl)c2)c(C)c1[N+](=O)[O-] in TbREL1 inh is entered as -2
Cc1occc1C(=O)N1CCCc2ccccc21 in TbREL1 inh is entered as 0
O=S(=O)(c1ccc(NC(=S)N2CCN(c3ccc(O)cc3)CC2)cc1)N1CCOCC1 in TbREL1 inh is entered as -4
